PP5 primary: blocks human protein phosphatase 5 activity; 320,000 compounds, 0.18% hits; purified PP5c, OMFP substrate fluorescence; inhibition, % at 6.7 µM; P53041;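 active = inhibition above the campaign's mean inhibition across all tested compounds plus 3 SD, cut at about 9.5% in these data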;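 also: 0% = DMSO only and 100% = 100 µM cantharidin control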
Target sequence (P53041 whole entry, looked up): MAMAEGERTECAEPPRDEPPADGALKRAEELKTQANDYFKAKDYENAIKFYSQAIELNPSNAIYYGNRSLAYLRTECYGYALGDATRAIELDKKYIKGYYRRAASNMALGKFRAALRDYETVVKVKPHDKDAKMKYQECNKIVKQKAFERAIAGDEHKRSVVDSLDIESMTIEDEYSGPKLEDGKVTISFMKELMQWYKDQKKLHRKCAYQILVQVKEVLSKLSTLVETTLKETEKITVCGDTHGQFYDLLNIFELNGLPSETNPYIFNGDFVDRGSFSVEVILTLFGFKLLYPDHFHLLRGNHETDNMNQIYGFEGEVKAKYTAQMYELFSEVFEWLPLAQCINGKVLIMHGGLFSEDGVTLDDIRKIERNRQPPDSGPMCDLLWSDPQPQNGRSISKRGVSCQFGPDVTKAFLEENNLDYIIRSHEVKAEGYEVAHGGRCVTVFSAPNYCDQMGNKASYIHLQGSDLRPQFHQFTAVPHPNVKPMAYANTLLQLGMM
TPT1 inhibitor: blocks Candida albicans tRNA 2'-phosphotransferase; recombinant caTPT1, FP RNA substrate dephosphorylation; inhibition, % at 5 µM; 300,000 compounds, 0.81% hits; AID 1962;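 active = inhibition above the mean of all tested compounds plus 3 SD, set per screening campaign, cut at about 24% in these data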;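 also: plate controls were DMSO alone for no effect and ferristatin control at 100 nM for full effect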
Efflux pump mplx: inhibitors of Candida antifungal efflux pumps expressed in yeast; 330,000 compounds, 0.44% hits; AID 485275; inhibition, % at 10 µM; S. cerevisiae Candida pump triplex, Nile Red efflux;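 active = plate passing quality check with inhibition over a set limit, or well fluorescence over plate mean plus 4 SD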;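 also: Nile Red retained in pooled yeast measured as flow cytometry median fluorescence; 0% = buffer negative control and 100% = Enniatin B positive control; higher means more Nile Red kept so more efflux inhibition; some compounds called inactive have numbers as strong as hits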
CTSL1 counter: blocks F. hepatica cathepsin L1 in PFM18AAP counter-screen; recombinant F. hepatica cathepsin L1, Z-Leu-Arg-MCA fluorescence; inhibition, % at 5.96 µM; 300,000 compounds, 0.49% hits; AID 1906;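 active = inhibition above the mean of all tested compounds plus 3 SD, set per screening campaign, cut at about 17% in these data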;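 also: 0% = plate median of test compound wells and 100% = 1 µM Z-Phe-Ala-diazomethylketone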
PP1 counter: PP1-alpha (human) inhibition in PP5 counter-screen | P62136 | purified PP1alpha, OMFP fluorescence | inhibition, % at 6.7 µM | 320,000 compounds, 0.9% hits;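 active = inhibition above the mean inhibition of all tested compounds plus 3 SD, computed separately for each screening campaign, cut at about 15% in these data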
Target sequence (P62136 whole entry, looked up): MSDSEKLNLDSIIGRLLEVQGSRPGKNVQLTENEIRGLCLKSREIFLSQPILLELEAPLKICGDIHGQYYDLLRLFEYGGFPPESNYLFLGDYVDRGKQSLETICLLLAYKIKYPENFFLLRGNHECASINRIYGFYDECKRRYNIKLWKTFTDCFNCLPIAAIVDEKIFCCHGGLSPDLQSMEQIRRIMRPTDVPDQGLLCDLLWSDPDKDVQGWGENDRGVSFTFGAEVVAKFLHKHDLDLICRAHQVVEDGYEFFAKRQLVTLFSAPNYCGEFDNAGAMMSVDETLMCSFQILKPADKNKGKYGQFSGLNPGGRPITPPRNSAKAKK
EBNA-1 inh: blocks EBNA-1 binding to DNA | 300,000 compounds, 0.34% hits | EBNA-1 DNA binding, fluorescence polarization | inhibition, % at 14.8 µM; in the data active = inhibition above about 28%
ZTA counter: blocks Epstein-Barr virus ZTA, an EBNA-1 counter-screen; AID 2234; ZTA-DNA binding, fluorescence polarization; P03206; inhibition, % at 11 µM; 320,000 compounds, 0.15% hits; in the data active = inhibition above about 33%
Target sequence (P03206 whole entry, looked up): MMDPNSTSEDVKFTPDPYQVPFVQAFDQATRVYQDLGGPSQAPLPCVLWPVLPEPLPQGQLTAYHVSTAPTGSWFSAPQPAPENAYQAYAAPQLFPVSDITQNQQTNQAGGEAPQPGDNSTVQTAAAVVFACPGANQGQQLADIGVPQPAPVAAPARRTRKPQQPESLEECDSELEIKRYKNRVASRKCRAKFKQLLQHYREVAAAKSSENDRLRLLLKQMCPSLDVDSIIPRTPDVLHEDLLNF
HCV core dimer: blocks dimerization of HCV core protein; TR-FRET GST/Flag-core106 dimerization, 1536-well; inhibition, % at 5 µM; 300,000 compounds, 0.33% hits;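 active = inhibition above the mean of all tested compounds plus 3 SD, set per screening campaign, cut at about 45% in these data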
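System: GST/Flag-tagged HCV core106 proteins. Incubation: compound-protein-antibody incubation 4 h at 22.5 °C. Technique: HTRF with 340 nm excitation, 617/671 nm emission. Medium: KF-containing HEPES buffer, pH 7.45, DTT, CHAPS, BSA. Read-out: inhibition (%) from 671 over 617 nm ratio. Also added: Eu(K)-anti-GST 90 ng/mL plus XL665-anti-Flag 1 µg/mL.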
PREPL inhibitor: human PREPL enzyme inhibition; recombinant PREPL, fluorescence polarization activity-based probe; inhibition, % at 5.96 µM; 320,000 compounds, 0.68% hits; AID 2751; in the data active = inhibition above about 43%;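 also: 0% = enzyme with DMSO and 100% = wells lacking enzyme; many of its hits are not listed in these tables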
Starred values were filed as active, the others as inactive; · = no result given. These rows are one share of the data; count on the stated rates, not on these rows.

SMILES | PP5 primary | TPT1 inhibitor | Efflux pump mplx | CTSL1 counter | PP1 counter | EBNA-1 inh | ZTA counter | HCV core dimer | PREPL inhibitor
C[C@@H](C(=O)Nc1ccc2ccccc2c1)[C@H]1C[C@]1(C)[C@H](NS(=O)(=O)c1ccccc1)c1ccccc1 | 3.4 | -8 | -0.2 | 2 | 2 | 11 | 8 | 4 | -2
CCCC(=O)Nc1cc(S(=O)(=O)N(CC)CC)ccc1Cl | 2.2 | -1 | -0.8 | -2 | -3 | -2 | -4 | 4 | -4
CC(C)OCCCNC(=O)C(NS(=O)(=O)c1ccc2c(c1)c(=O)n(C)c(=O)n2C)c1ccccc1 (stereo not drawn) | -0.5 | -2 | 0.1 | -3 | 0 | 6 | 9 | -3 | 3
CCOC(=O)C1=C(C)NC(=S)N(C=O)C1c1ccccc1 (stereo not drawn) | 0.1 | 3 | 0.2 | -9 | -14 | -12 | 0 | 3 | 5
CC(=O)c1c(C)[nH]c(C(=O)Nc2c(C)n(C)n(-c3ccccc3)c2=O)c1C | 1.8 | -4 | -0.1 | -3 | 1 | -4 | -12 | -4 | 11
CCc1nnc(SCC(=O)N2CCCC(N3CCN(c4ccccc4C)CC3)C2)o1 (stereo not drawn) | 3.1 | 3 | -0.8 | -3 | -1 | -11 | -8 | 0 | 16
O=C(NNC(=O)C1CC=CCC1C(=O)O)c1cccs1 (stereo not drawn) | -0.1 | 2 | -0.3 | 2 | 1 | 5 | 17 | -3 | 1
O=C(/C=C/c1ccc([N+](=O)[O-])cc1)NNC(=O)C1CC1 | 0.2 | -1 | 0.2 | -6 | -4 | -13 | 5 | -2 | 11
CCN(CCCNC(=O)C1CCN(S(=O)(=O)N2CCOCC2)CC1)c1cccc(C)c1 | -1.3 | 4 | 0.1 | -1 | 2 | -21 | -5 | -5 | 1
CC(C)Oc1ccc(C(=O)N/N=C/c2ccc(-c3ccc(S(=O)(=O)Nc4ncccn4)cc3)o2)cc1 | 2.3 | 8 | 0.1 | 2 | 9 | 2 | 11 | 28 | 28
COc1ccc(-n2c(CNC(=O)c3cccs3)n[nH]c2=S)cc1 | -0.2 | -3 | 0.0 | 0 | -3 | 2 | -2 | -3 | 12
CSc1nnc2c3ccccc3n(Cc3ccccc3)c2n1 | 3.4 | -1 | -0.1 | 2 | 5 | 6 | 11 | 23 | -3
COCCCn1c(C(=O)N2CCOCC2)cc2c(=O)n3cccc(C)c3nc21 | -0.8 | -1 | -0.1 | -17 | 1 | 2 | 22 | 0 | 3
COc1ccc(NC(=S)NCCC2=CCCCC2)cc1OC | 0.6 | -1 | -0.1 | 1 | -3 | -9 | -19 | -2 | 6
CCN(CC(=O)Nc1c(F)cccc1F)C(=O)CC1CCCC1 | -1.8 | -5 | -0.1 | 9 | 3 | -8 | -12 | -4 | 8
CC(NC(=O)C12CC3CC(CC(C3)C1)C2)C(=O)N/N=C/C1=C(N2CCOCC2)C(=C\c2ccccc2)/CC1 (stereo not drawn) | 3.4 | 1 | -0.1 | 4 | 6 | -11 | -4 | 31 | 17
O=C(c1cc(COc2cccc3cnccc23)on1)N1CCCC(CCCO)C1 (stereo not drawn) | 1.4 | -4 | -0.1 | 0 | -3 | 1 | -11 | -14 | 11
Cc1cc(C(=O)NNC(=O)NC(C)C)no1 | 0.6 | -2 | -0.1 | -9 | -1 | -6 | 9 | 0 | 4
O=C1NCC(=O)N2CCC[C@@H]12 | 2.0 | -3 | 0.1 | -3 | -4 | -3 | 6 | -1 | -4
CCOc1ccc(-c2ccc(SCC(=O)NCC3CCCO3)nn2)cc1 (stereo not drawn) | 0.1 | 6 | 0.0 | -3 | -6 | -4 | -16 | -2 | 14

Three compounds from above, ordered by molar mass, falling:
SMILES | PP5 primary | TPT1 inhibitor | Efflux pump mplx | CTSL1 counter | PP1 counter | EBNA-1 inh | ZTA counter | HCV core dimer | PREPL inhibitor
CC(C)OCCCNC(=O)C(NS(=O)(=O)c1ccc2c(c1)c(=O)n(C)c(=O)n2C)c1ccccc1 (stereo not drawn) | -0.5 | -2 | 0.1 | -3 | 0 | 6 | 9 | -3 | 3
O=C(c1cc(COc2cccc3cnccc23)on1)N1CCCC(CCCO)C1 (stereo not drawn) | 1.4 | -4 | -0.1 | 0 | -3 | 1 | -11 | -14 | 11
CC(=O)c1c(C)[nH]c(C(=O)Nc2c(C)n(C)n(-c3ccccc3)c2=O)c1C | 1.8 | -4 | -0.1 | -3 | 1 | -4 | -12 | -4 | 11

Further compounds follow:
SMILES | PP5 primary | TPT1 inhibitor | Efflux pump mplx | CTSL1 counter | PP1 counter | EBNA-1 inh | ZTA counter | HCV core dimer | PREPL inhibitor
CCn1nc(C(=O)NNC(=O)CCOc2cc(C)ccc2C)c2ccccc2c1=O | 0.1 | 1 | -0.7 | -6 | -4 | 4 | -5 | -3 | -12
O=C1OCC(CO)(CO)N=C1NNc1ccc(Cl)c(Cl)c1 | -0.1 | -2 | 0.1 | 0 | 0 | 5 | 8 | -5 | -1
COC(=O)c1cc(O)cc(OC)c1C(=O)c1c(O)cc(C)cc1O | -0.6 | -2 | -0.4 | -1 | 5 | 1 | 4 | -2 | 18
Cc1ccc(N2CC(C(=O)Nc3ccc(S(=O)(=O)Nc4nccc(C)n4)cc3)CC2=O)cc1 (stereo not drawn) | 1.7 | -2 | -0.2 | -4 | -3 | 3 | -9 | -8 | 2
CCOC(=O)c1ccc(-n2c(CN3CCN(CCO)CC3)nc3ccc([N+](=O)[O-])cc3c2=O)cc1 | -0.1 | 0 | -0.1 | 11 | 1 | 4 | 12 | 3 | 5
CCOC(=O)CNC(=S)n1ncnc1N | 1.6 | -1 | -0.1 | 0 | 2 | 3 | 12 | -13 | -8
CC(=O)Nc1ccc(NC(=O)c2ccc(N(Cc3ccccc3C)S(C)(=O)=O)cc2)cc1 | 1.2 | 0 | 0.0 | -2 | -2 | 22 | -1 | 0 | 3
COCCCn1nnnc1SCC(=O)N1c2ccccc2CC1C (stereo not drawn) | -2.1 | -2 | 0.2 | 0 | 0 | -3 | 10 | 9 | 5
CCOC(=O)c1nn(-c2ccc(C)c(C)c2)cc1O | 6.4 | 0 | 0.9 | -5 | 0 | -18 | -13 | -1 | 15
COc1cc([N+](=O)[O-])ccc1NC(=O)CC(C)C | -0.3 | -1 | 0.0 | 0 | -1 | -12 | -18 | -11 | 5
N#CCc1ccc(Oc2ccc([N+](=O)[O-])cn2)cc1 | -4.6 | 12 | 0.0 | -1 | -4 | 4 | 5 | 5 | -4
CCCn1cc(CN2CCCC(C(=O)c3cccc(OC(C)C)c3)C2)c(C)n1 (stereo not drawn) | 3.0 | -3 | 0.0 | -4 | -3 | -7 | -31 | 3 | 3
COc1ccc(F)cc1S(=O)(=O)NCCCn1ccnc1 | -0.1 | -3 | 0.1 | -2 | 0 | -7 | -2 | 0 | 8
CCOc1ccccc1OCC(=O)Nc1ccc(N2CCCCC2)cc1 | 2.7 | 0 | 0.0 | -1 | 4 | 0 | -17 | -2 | 20
CN1C(=O)c2ccccc2Sc2ccc(NC(=O)N3CCCC3)cc21 | -2.6 | -2 | 0.1 | -2 | -3 | 9 | 8 | 2 | -5
CC(OC(=O)COc1ccccc1Cc1ccccc1)C(=O)N(C)c1ccccc1 (stereo not drawn) | 0.8 | 1 | 0.1 | 14 | 3 | 1 | -5 | 5 | -10
CC(OCC(O)CN1CCCCC1CCO)c1ccc(Cl)cc1 (stereo not drawn) | 1.1 | 1 | 0.0 | -1 | 7 | 0 | -1 | 3 | 11
N#C/C(=C\c1c[nH]c2ccc(Br)cc12)c1ccccn1 | 5.0 | -1 | 0.1 | -8 | 6 | -7 | -6 | -15 | 24
O=S(=O)(CCn1cccc1)CCn1cccc1 | -1.8 | 3 | 0.0 | 1 | -1 | -5 | 1 | -1 | 8
COc1ccc(C2(C)CC(=O)NC2=O)cc1 (stereo not drawn) | 0.9 | 0 | 0.0 | -5 | -2 | -10 | 2 | -7 | 3
Cc1ccc(Oc2ncccc2/C=N/OCc2ccc(Cl)c(Cl)c2)cc1 | 0.3 | 0 | 0.1 | 0 | -2 | -1 | -3 | -9 | 13
CNS(=O)(=O)c1cccc(C(=O)NCC2(N3CCCCC3)CCCCC2)c1 | 1.2 | 1 | 0.0 | -4 | 5 | -7 | -6 | 1 | -9
COC(=O)c1sc(S(=O)(=O)N2CCCCC2C)c(C(=O)OC)c1C (stereo not drawn) | 2.7 | · | 0.1 | · | -1 | · | 3 | · | 1
Cn1c(=O)n(Cc2ccco2)c(=N)c2c3c(sc21)CCCC3 | 3.6 | -3 | -0.1 | -8 | -7 | -15 | -12 | -3 | 11
O=C(Nc1cccc(-n2cccn2)c1)C1CCCN(Cc2ccccc2F)C1 (stereo not drawn) | 2.2 | 1 | 0.2 | 0 | 6 | -10 | 8 | -2 | 7
COc1cccc(C(=O)COc2ccc3c(C)c(Cc4ccccc4)c(=O)oc3c2C)c1 | -0.9 | 1 | -0.1 | 1 | -2 | 4 | -7 | 12 | -5
O=C(NCc1ccccn1)C(=O)Nc1nc(-c2ccccc2)cs1 | -0.4 | -1 | 0.0 | 1 | -5 | 4 | -2 | 6 | -10
CCCCSc1nnc(CNC(=O)C23CC4CC(CC(C4)C2)C3)n1Cc1ccccc1 | 1.3 | 0 | -0.1 | 0 | 3 | 6 | 7 | 4 | 0
CCOC(=O)c1ccc(NC(=O)C2C3C=CC(C3)C2C(=O)O)cc1 (stereo not drawn) | 1.3 | 5 | 0.0 | 0 | -3 | -6 | -4 | -4 | -5
c1cncc(-c2nc(-c3cccs3)cs2)c1 | 3.0 | 2 | 0.1 | -3 | 2 | 3 | 25 | 1 | -14
COc1ccc(S(=O)(=O)Nc2ccc(NC(C)=O)cc2)cc1Br | -2.3 | 0 | -0.1 | -4 | -4 | -1 | 5 | -4 | 27
CC(C)CC(C(=O)Nc1ccccc1)N1C(=O)C2C3C=CC(C3)C2C1=O (stereo not drawn) | -2.5 | 0 | -0.1 | 0 | -5 | 9 | 0 | -4 | 11
NS(=O)(=O)c1ccc(NC(=S)NCC2CCCO2)cc1 (stereo not drawn) | -2.8 | -5 | -0.1 | 1 | -4 | 9 | -10 | -14 | 10
O=C(Nc1cccc(F)c1)C1CCN(C(=O)N2CCOc3ccccc32)CC1 | 3.1 | 0 | 0.0 | 0 | -2 | -7 | 9 | 11 | 14
O=C(c1ccc2c(c1)OCO2)C1CCCN(Cc2cccc(C(F)(F)F)c2)C1 (stereo not drawn) | 2.9 | 1 | 0.0 | 0 | 1 | 8 | 4 | 5 | -22
CCn1c(SCC(=O)Nc2ccc(Br)cc2)nc2sc3c(c2c1=O)CCN(C)C3 | 3.2 | 0 | -0.1 | 1 | 4 | 0 | 2 | -13 | 18
Cc1ccc(C(C(=O)NC2CCCCC2)N(Cc2ccco2)C(=O)Cc2c[nH]c3ccccc23)o1 (stereo not drawn) | 2.1 | 2 | 0.0 | 1 | 3 | 9 | -10 | 5 | 5
CC1=CC(C)(C)N(C(=O)CSc2nnc(C)s2)c2ccc(C)cc21 | -0.6 | 2 | 0.1 | 4 | -1 | -3 | -2 | 7 | 14
O=C(NCCCc1ccccc1)c1c(O)nc2sccn2c1=O | -0.8 | 2 | 0.0 | -3 | 8 | -5 | 0 | -1 | -4
CCC(=O)NCCc1nc2cc(NC(=O)COc3ccccc3)ccc2n1C | -0.4 | 0 | -0.1 | -4 | -1 | -8 | 9 | -2 | 5
O=C(CN1CCS(=O)(=O)CC1)N/N=C/c1cccc(C(F)(F)F)c1 | -1.4 | 0 | -0.1 | -1 | -2 | 1 | 3 | 3 | 6
Cc1c(CC(=O)O)c(=O)oc2c(C)c3occ(-c4ccc(Br)cc4)c3cc12 | -0.7 | -1 | 0.2 | 0 | 0 | 23 | -1 | 16 | 7

Screening results from PubChem.
